Bioassay records as filed in PubChem.
aGlu spleen mod: inhibitors or activators of human alpha-glucosidase in spleen homogenate; AID 2112; human spleen homogenate, 4-MU-alpha-glucoside fluorescence; actives 0.006% (n = 240,000); Potency, µM (series often up to 79.9 µM), without a hit: top-dose activity change, negative = inhibition, usual class: inhibitors;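 note: 0% = enzyme with vehicle and -100% = no enzyme basal signal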
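Compounds were titrated against alpha-glucosidase in spleen homogenate at pH 5.0, with 1 mM 4-methylumbelliferyl substrate for 40 min at 37 C. Reactions were quenched with pH 10 NaOH/glycine and fluorescence measured.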
GAA glycogen: alters human alpha-glucosidase cleavage of glycogen. P10253. recombinant GAA, glycogen substrate, Amplex Red glucose oxidase fluorescence. Potency, µM (top dose mostly 76.4 µM), for inactives: at the top dose activity change, negative = inhibition, hits mostly inhibitors. actives 0.38% (n = 300,000). AID 2100;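 note: 0% = full enzyme reaction and -100% = no-enzyme basal signal; the screen sought inhibitors and activators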
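Recombinant human alpha-glucosidase (4 nM final) hydrolysed bovine liver glycogen (30 ug) for 40 min at 37 C in pH 5.0 citrate/phosphate with 0.01% Tween-20. Released glucose detected by glucose oxidase/Amplex Red, Ex 573/Em 610 nm. Compounds up to 77 uM; AC50 from Hill fits.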
TRb-SRC2 inh: disrupts binding of human TR beta to SRC2; TRbeta-SRC2 peptide binding, fluorescence polarization; receptor liganded with 1 µM T3; P10828; actives 0.065% (n = 280,000); Potency, µM (highest dose often 106 µM), inactives show top-dose activity change, negative = inhibition, most hits filed as inhibitors;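 note: plate controls were bound peptide for no effect and peptide without receptor for full effect; nearly all actives have a fitted effect of over 50% in size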
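TRb LBD 0.6 uM + Texas Red SRC2 peptide 20 nM, 1 uM T3, Tris buffer w/ 5% DMSO; compound pinned, 5 h RT; FP read ex 555/em 632; normalized to unbound and bound controls.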
GAA inh: alpha-glucosidase (human) inhibition. P10253. purified human GAA, 4-MU-alpha-glucoside fluorescence. Potency, µM (doses to about 76.9 µM), for the others: at the highest dose activity change, negative = inhibition, actives largely listed as inhibitors. actives 0.005% (n = 200,000);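 note: plate controls were uninhibited enzyme wells for no effect and no-enzyme background for full effect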
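Fluorogenic assay: 4 nM human alpha-glucosidase with 400 uM 4-methylumbelliferyl-alpha-D-pyranoside in 50 mM citrate/phosphate, 0.005% Tween-20, pH 5.0, 20 min at room temperature. Compounds tested up to 77 uM; AC50 from Hill fits.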
L3MBTL1 inh: L3MBTL1 (human) inhibition | Q9Y468 | AlphaScreen L3MBTL1–H3K9me1 peptide binding | Potency, µM (highest dose often 57.1 µM), for inactives: at the top dose activity, negative = inhibition, actives largely listed as inhibitors | actives 0.66% (n = 230,000); note: nearly all actives have a fitted effect of over 60% in size
Target sequence (Q9Y468 whole entry, looked up): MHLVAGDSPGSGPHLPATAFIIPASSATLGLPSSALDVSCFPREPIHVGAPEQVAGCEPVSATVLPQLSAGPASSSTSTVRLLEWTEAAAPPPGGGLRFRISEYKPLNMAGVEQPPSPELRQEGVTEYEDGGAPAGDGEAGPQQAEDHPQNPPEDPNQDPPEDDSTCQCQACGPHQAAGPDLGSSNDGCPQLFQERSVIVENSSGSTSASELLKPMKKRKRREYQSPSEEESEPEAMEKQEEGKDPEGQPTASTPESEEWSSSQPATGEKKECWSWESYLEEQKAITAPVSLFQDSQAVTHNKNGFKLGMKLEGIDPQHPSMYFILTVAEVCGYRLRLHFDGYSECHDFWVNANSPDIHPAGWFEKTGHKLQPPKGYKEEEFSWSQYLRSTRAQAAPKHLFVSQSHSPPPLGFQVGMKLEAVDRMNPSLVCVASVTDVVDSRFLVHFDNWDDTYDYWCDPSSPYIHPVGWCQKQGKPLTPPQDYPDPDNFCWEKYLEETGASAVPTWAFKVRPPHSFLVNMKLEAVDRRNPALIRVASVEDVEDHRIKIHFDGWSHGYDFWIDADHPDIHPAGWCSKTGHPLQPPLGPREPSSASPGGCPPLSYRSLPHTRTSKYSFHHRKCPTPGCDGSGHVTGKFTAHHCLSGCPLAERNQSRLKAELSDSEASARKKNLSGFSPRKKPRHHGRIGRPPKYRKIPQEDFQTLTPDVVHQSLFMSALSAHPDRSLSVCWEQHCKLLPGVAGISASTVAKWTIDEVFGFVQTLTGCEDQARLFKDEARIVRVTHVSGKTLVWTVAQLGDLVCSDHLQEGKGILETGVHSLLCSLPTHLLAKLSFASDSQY
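First, the protein-peptide complex forms for 30 min at room temperature (L3MBTL1 50 nM, biotinylated H3K9me1 peptide 75 nM). Next, compounds are pin-transferred and incubated 30 min. Finally, AlphaScreen beads are added and read after 30 min.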
RGS12 GoLoco inh: blocks human Gai1 binding to RGS12 GoLoco peptide, red readout | Gai1:RGS12 GoLoco peptide FP, rhodamine, 10 min | Potency, µM (top dose mostly 61.6 µM), for inactives: at the top dose activity, negative = inhibition, hits mostly inhibitors | actives 0.44% (n = 230,000); active = well fitted inhibition curve with a large enough effect, not every such curve was filed as active; inactive = no such curve, though single readings can be large or run the other way; note: nearly all actives have a fitted effect of over 30% in size; many of its hits are not listed in these tables
RECQ1 inh: RECQ1 (human) helicase inhibition; Potency, µM (series often up to 57.3 µM), inactives show at the top dose activity, negative = inhibition, most hits filed as inhibitors; actives 0.54% (n = 240,000); RECQ1 DNA unwinding, red fluorescence kinetic read; AID 2549;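 note: plate controls were vehicle for no effect and no enzyme for full effect; nearly all actives have a fitted effect of over 30% in size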
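RECQ1T1 50 nM; forked duplex (20 bp + 30-nt ss tails) 200 nM, ATP 2 mM final; pH 8.0, 2 mM MgCl2, 2.5 ug/ml poly(dI-dC); 15 min compound preincubation; discontinuous kinetic read over 2 h at RT.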
TR SRC2 fluor cs: counter-screen for TRb-SRC2 inhibitors: fluorescence interference. actives 0.29% (n = 280,000). TRb/SRC2 Texas Red total fluorescence interference. Potency, µM (top dose mostly 106 µM), without a hit: at the highest dose fluorescence change, negative = quenching; active = well fitted curve in either direction with a large enough effect; inconclusive = small, poorly fitted or top-dose-only effect
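Human TRb ligand-binding domain at 0.6 uM with 20 nM Texas Red SRC2 peptide in Tris buffer containing 1 uM T3 and 5% DMSO, incubated with compound 5 h at ambient temperature. Total fluorescence (555/632 nm) calculated as parallel + 2 × perpendicular.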
The depositor's hits bear a star; i = inactive; u = inconclusive; x = no result given; & = joins results of further samples; [ ] = dose if it differs, or a comment. Unless noted, calls come from the whole dose curve; as a rule, active = well fitted curve in the direction sought with a large enough effect; inconclusive = small, poorly fitted or top-dose-only effect, or another doubt; inactive = no such curve, though single readings can be large; an effect the other way counts as inactive or inconclusive. Unless noted, % is set by controls: 0 for no effect and ±100 for the full control effect; potency is the fitted concentration of half-maximal effect.

SMILES | aGlu spleen mod | GAA glycogen | TRb-SRC2 inh | GAA inh | L3MBTL1 inh | RGS12 GoLoco inh | RECQ1 inh | TR SRC2 fluor cs
CC12CCC=CC1C(c1ccc(C(F)(F)F)cc1)N(Cc1ccccc1)C2=O (centres undefined) | -9% | x | 2% | x | x | x | -11% | 0%
CCN1C(=O)N(C)[C@@H](c2ccccc2)C(C(=O)OC)=C1C | -3%[17.4 µM] | 2% | -8%[11.2 µM] | x | x | -4%[14.2 µM] | u | -2%[11.2 µM]
C[C@H](C[C@H](N)C(=O)O)C(=O)O | -1%&3% | x | 3%&6% | x | x | 6% | -14% | 0%&-2%
COc1ccc(Cn2c(SCc3cc(C)ccc3C)nc3cc(OC)c(OC)cc3c2=N)cc1 | -3% | -7% | 13% | -1% | -7% | -1% | 0% | -1%
O=C(Nc1ccc(Cl)cc1)c1csc(-c2ccncc2)n1 | -5% | -3% | 5% | 2% | 6% | 1% | 20% | 0%
CN(C)CCCNC(=O)c1cc(C(=O)C2CCCCC2)c[nH]1 | x | 0% | -1% | -6% | 6% | 1% | -1% | 0%
Cc1cccc(C=Nc2ccc3c4c(cccc24)CC3)c1O | 3% | 14µM* | -12% | 7% | -14% | 18% | -9% | 4%
CCOc1ccc(CNC(=O)CCCOc2cc(=O)n(C)c3ccccc23)cc1 | 1% | 2% | -1% | 2% | x | -1% | -10% | 2%
CCN(CC)C(=O)Oc1c(Cl)cc(Cl)c2cccnc12 | 5% | -6% | -1% | u | 10% | -7% | i | 0%
CCNc1nc(NCC)nc(N/N=C/c2cc(OC)c(OC)c(OC)c2)n1 | 0% | -4% | -1% | x | -10% | 5% | -8% | -3%
S=c1sc(SCCOc2ccccc2)nn1-c1ccccc1 | 2% | -8% | 1% | -1% | 46%[activator] | 5% | -8% | 8%
CCN(CC)CCOc1ccc2c(c1)C(=NO)c1cc(OCCN(CC)CC)ccc1-2 | -12% | -6% | -10% | -10% | -3% | -3% | 31%[activator] | -2%
CCN1C=C(Cc2cccs2)C2=C(C1)C(c1cccs1)C(C#N)=C(N)O2 (centres undefined) | 7% | -12% | -7% | -6% | u | 87%[activator] | -28% | -4%
COc1ccc(CCN2C(=O)CSC2=Nc2ccc(C)cc2C)cc1OC | 3% | 3% | 5% | x | x | -2% | -16% | 1%
C=CCSc1n[nH]c(-c2ccccc2)n1 | 4% | 5% | -4% | -2% | x | 3% | -19% | -5%
O=[N+]([O-])c1ccc(/C=C/c2ccncc2)cc1 | 4% | 2% | 1% | x | x | -3% | i | -1%
Cc1cccc(-c2noc(CN(C(=O)/C=C/c3ccccc3Cl)C(C)C)n2)c1 | 2% | -4% | 6% | -5% | 17% | 4% | -15% | -3%
Cc1ccc(-n2nc(CN3CCOCC3)c(-c3ccccc3)c2N)cc1Cl | 4% | -5% | -3% | -4% | 0% | 7% | 3% | -2%
CC(CCc1ccccc1)NC(=O)CN(C)Cc1ccccc1F (centres undefined) | -12% | u | -2% | -1% | x | -15% | i | -4%
COc1ccc(-c2nn(-c3ccccc3)cc2/C=N/Nc2cccc(C(=O)O)c2)cc1 | 3% | 2% | -11% | 5% | -1% | 6% | i | 1%
Cc1c(NC(=S)N2CCN(c3ccc(F)cc3)CC2)c(=O)n(-c2ccccc2)n1C | -2% | u | -3% | u | 0% | -3% | i | 1%
CC(=O)c1sc2nc(C)c3c(c2c1N)CCCC3 | 8% | -3% | 1% | x | 15% | 1% | -4% | -4%
Cc1cccc(-c2nc3sc(C)cc3c(=O)o2)c1 | 5% | -9% | 4% | 4% | 8% | 1% | -8% | -1%
Cc1nn(CC(=O)OCC(=O)Nc2c(C(C)C)cccc2C(C)C)c(C)c1[N+](=O)[O-] | -3% | -3% | -2%[53 µM] | 6% | 4% | -15% | i | -1%[53 µM]
Cc1ccc(NC(=O)c2cc(F)c(F)cc2Cl)nc1 | -3% | 11% | -3% | 9% | -6% | 3% | -1% | 0%
Going on with the list:
SMILES | aGlu spleen mod | GAA glycogen | TRb-SRC2 inh | GAA inh | L3MBTL1 inh | RGS12 GoLoco inh | RECQ1 inh | TR SRC2 fluor cs
COc1cccc(C(=O)COc2ccc3c(C)c(Cc4ccccc4)c(=O)oc3c2C)c1 | -5% | 3% | 0% | 7% | 5% | 10% | -5% | -4%
Cc1ccc(NC(=O)C(C)OC(=O)CCNS(=O)(=O)c2ccc(C)cc2)cc1 (centres undefined) | 2% | -1% | -2% | 4% | 0% | 13% | -4% | 0%
COC(=O)C1=C(C)N(c2ccccc2)/C(=C/c2ccco2)C1=O | -14% | 7% | 1% | x | 4% | 9% | -11% | -2%
Cc1ccc(C(=O)CC(=O)c2cc(Cl)ccc2O)cc1 | -8% | -8% | -1% | -1% | x | 2% | -12% | -1%
CC1C(=O)NN=C1C(=O)N/N=C\C(Br)=C\c1ccccc1 (centres undefined) | -2% | 25µM* | -12% | 6% | 28% | 16% | -13% | -7%
NS(=O)(=O)c1ccc(CCNC(=O)C(=O)C2C(=O)Nc3ccccc32)cc1 (centres undefined) | -1% | 1% | 2% | x | 6% | 9% | i | 0%
Cn1c(=O)c2c(ncn2CCC(=O)N/N=C/c2ccccc2)n(C)c1=O | -3% | 4% | -6% | x | -6% | 7% | -6% | -6%
O=C(CS(=O)(=O)c1cn(Cc2ccccc2Cl)c2ccccc12)N1CCOCC1 | -1% | 1% | 5% | 1% | u | 7% | -17% | -3%
CCOC(=O)C1CCN(CC(O)COc2ccc(C(C)=O)cc2)CC1 (centres undefined) | -5% | 6% | -1% | 1%[15.4 µM] | 6% | 5% | -4% | -3%
CC(C)(CN=C1NS(=O)(=O)c2ccccc21)CNC(=O)CN1C(=O)c2ccccc2C1=O | -3% | 5% | -5% | -4% | 46%[activator] | -2% | -1% | -6%
Cc1ccccc1-n1c(=O)cc(N2CCN(C(=O)c3ccco3)CC2)[nH]c1=O | 0% | 7% | 14% | -6% | -23% | -17% | 0% | -4%
Cc1ccc(C(=O)N(CN2CCCC2=O)c2ccccc2)cc1C | 0% | -6% | -9% | 0% | 6% | 2% | -7% | -1%
CC1CN(C(=S)NC(=O)C2CCCCC2)CC(C)O1 (centres undefined) | 4% | 4% | 2% | -1% | 4% | 7% | -11% | 1%
CCOC(=O)c1cc2c(n(-c3ccccc3)c1=O)CC(C)(C)CC2=O | 3% | 4% | 7% | 3% | x | 3% | -14% | 1%
COc1cc(/C=N\Nc2nc3ccccc3o2)cc(OC)c1OC | -17% | -17% | 0% | -1% | -2% | -1% | i | -7%
N#CC1=C(Nc2ccccc2)SC=C(c2ccc(Br)cc2)N=C1N1CCOCC1 | -6% | 7% | 1% | 8% | -4% | 23% | 0% | -2%
Cc1ccc(Cn2ccc(O)c(Cc3ccccc3)c2=O)cc1 | 6% | 13% | 7% | 4% | 4% | 14% | i | -1%
COc1ccc(-c2[nH]c(-c3ccc(C)cc3)nc2SCC(=O)NC2CCCC2)cc1 | -2% | -8% | 10% | 6% | -21% | 8% | -1% | 1%
Cc1cc(C)cc(OCC(=O)NC2CCCc3ccccc32)c1 (centres undefined) | 6% | -7% | -3% | 6% | 79%[activator] | 0% | -3% | -8%
O=C(Oc1ccccc1-c1nnco1)c1ccccc1 | -1% | 10% | 2% | 7% | x | 8% | -1% | 0%
O=C(COC(=O)c1cc(-c2ccccc2)nc2ccccc12)Nc1ccc2c(c1)OCO2 | 9% | -5% | -2% | -11% | 0% | -13% | -1% | -8%
Nc1cccc(S(=O)(=O)Nc2ccc(SC(F)F)cc2)c1 | -4% | -1% | 4% | x | 0% | 2% | 0% | 1%
CC(=O)c1cccc(N(CC(=O)Nc2cccnc2)S(C)(=O)=O)c1 | 2% | 1% | 1% | -10% | 2% | 9% | 2% | -1%
CC(C)COc1ccc(C(=O)Nc2ccc(NC(=O)c3ccco3)c(Cl)c2)cc1 | 1% | 3% | -3% | 3% | x | 1% | -11% | -2%
Cc1cc(=O)[nH]c(SCc2nc3ccc([N+](=O)[O-])cc3[nH]2)n1 | -9% | 6% | -2% | -2% | 7% | 4% | -8% | -5%
Later entries
SMILES | aGlu spleen mod | GAA glycogen | TRb-SRC2 inh | GAA inh | L3MBTL1 inh | RGS12 GoLoco inh | RECQ1 inh | TR SRC2 fluor cs
C=CCSc1nc2sc3c(c2c(=O)n1CC)CCc1ccccc1-3 | 1% | 7% | -6% | u | 38%[activator] | -40% | -6% | -8%
COc1ccc(C(C)=O)cc1CSc1nncn1-c1ccccc1 | 6% | 0% | 4% | -1% | 4% | 7% | 7% | -12%
COc1cc(NC(=O)c2cc3c(=O)n(C)c4ccccc4c3n2C)cc(OC)c1OC | 16% | -33% | -7% | -3% | x | -5% | -7% | -3%
COc1ccccc1NC(=O)c1ccc(-c2ccc(Br)cc2)o1 | -5% | 2% | -5% | 6% | x | -1% | 0% | -6%
CN(CC(=O)N1CC(=O)N(CCc2ccccc2)C(=O)C1)S(=O)(=O)c1cccc2nsnc12 | -1% | 7% | 0% | -9% | 4% | 4% | i | 1%
CCC(C)(C(=O)NC1CCCC1)N(C(=O)CNC(C)=O)c1ccc(C)cc1 (centres undefined) | 1% | 7% | 2% | 2% | x | 2% | -2% | 1%
S=C(NCCc1ccccc1)Nc1cnc2ccccc2c1 | -7% | -12% | -6% | -3% | 0% | 5% | i | -4%

This is a subset; rates above refer to the full screens.
